# Screening data as filed in PubChem.
# H37Rv inhibition = M. tuberculosis growth inhibition, HTS (AID 449762) | M. tuberculosis H37Rv growth inhibition, 7H9 media; higher % means a stronger effect | inhibition, % at 25 µM, or IC50 in µM where a hit was titrated | hit rate 0.59% among 330,000; in the data active = a potency from the dose series; inconclusive = inhibition above about 70% without an active follow-up result;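 note: bacterial growth assessed after seven days of incubation; strong numbers were not always called active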
# tuberculosis growth = growth inhibition of non-replicating M. tuberculosis (AID 488890); Mycobacterium tuberculosis non-replicating, growth inhibition; higher % means a stronger effect; inhibition, % at 25 µM; hits with a dose series show IC50 in µM; hit rate 0.39% among 320,000; in the data active = a potency from the dose series; inconclusive = inhibition mostly from about 82% at the one dose, without a potency; inactive = the rest, 99 in 100 with inhibition below about 76%;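 note: plate controls were DMSO cells for no effect and high antibiotic wells for full effect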
# PhoP GFP inhibition = PhoP regulon inhibitors, Salmonella typhi PhoP promoter GFP reporter, confirmatory (AID 1850); Salmonella Typhi PhoP-promoter GFP reporter, fluorescence, 4 h; higher % means a stronger effect; inhibition, % at 50 µM; hits with a dose series show IC50 in µM; hit rate 0.33% among 310,000; in the data active = a potency from the dose series; inconclusive = inhibition mostly from about 25% at the one dose, without a potency; inactive = the rest, 99 in 100 with inhibition below about 19%;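 note: 0% = induced wells with vehicle and 100% = uninduced wells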
# H1N1 NS1A inhibition = H1N1 influenza NS1A inhibitors, functional cell based assay (AID 504329); NS1A functional cell-based assay, percent inhibition; higher % means a stronger effect; inhibition, % at 12.5 µM; hits with a dose series show IC50 in µM; hit rate 0.3% among 340,000; in the data active = a potency from the dose series; inconclusive = inhibition above about 27% without an active follow-up result; note: strong numbers were not always called active
# inhibitors of VEEV = inhibitors of VEEV TC-83 cytopathic effect, confirmation, Vero cells (AID 588727). inhibition, % at 20 µM; hits with a dose series show IC50 in µM. Vero cells, VEEV TC-83 cytopathic effect inhibition; higher % means a stronger effect. hit rate 0.13% among 350,000; in the data active = a potency from the dose series; inconclusive = inhibition mostly from about 14% at the one dose, without a potency; inactive = the rest, 99 in 100 with inhibition below about 12%; note: strong numbers were not always called active
# inhibitors of VEEV 10K pilot screen = also measured in inhibitors of VEEV; calls as there; inhibition, %; measured here: 10K pilot screen inhibition
# Starred values were filed as active, the others as inactive; i = inactive; u = inconclusive; x = not tested or not shown.
SMILES,H37Rv inhibition,tuberculosis growth,PhoP GFP inhibition,H1N1 NS1A inhibition,inhibitors of VEEV,others
CCn1c(SCC(=O)NCc2cccs2)nnc1-c1ccco1,-6%,2%,9%,4%,0.0%,
CCOC(=O)C1=C(COc2ccc(F)cc2Cl)NC(=O)NC1c1cc(C)ccc1C (stereo unspecified),3%,2%,-9%,0%,i,
O=C(c1ccc(F)c(S(=O)(=O)N2CCOCC2)c1)N(c1ccccc1)c1ccccn1,10%,-1%,2%,0%,0.9%,
COc1ccccc1CNCC(=O)Nc1ccc(C(F)(F)F)cc1,2%,60%,14%,0%,1.2%,
Cc1cc(C(=O)Nc2ccc(S(=O)(=O)Nc3onc(C)c3C)cc2)cs1,1%,21%,-5%,15%,5.2%,
Cc1ccc(-n2c(O)c(/C=C/C=Nc3ccccc3)c(=O)[nH]c2=O)cc1,9%,-16%,0%,0%,0.8%,
Cc1cccc(NC(=S)N2CCN(c3ccc(F)cc3)CC2)c1,3%,6%,-6%,1%,i,inhibitors of VEEV 10K pilot screen=1.4
CCN(CC)S(=O)(=O)c1ccc2c(c1)nc(CCC(=O)Nc1cccc(C(F)(F)F)c1)n2CC,2%,11%,9%,-31%,1.7%,
O=C1CSC(c2ccccc2F)N1c1ccccc1 (stereo unspecified),-3%,-6%,-5%,-5%,1.9%,
CC(C)C(=O)Nc1nc(-c2ccccc2)ns1,-21%,22%,-2%,-5%,7.5%,
O=C(Nc1cccc(Cl)c1N1CCCC1)c1ccc([N+](=O)[O-])o1,u,i,-6%,7%,u,
CCOCCCNC(=O)C1CCN(C(=O)Nc2ccc(C)cc2)CC1,2%,-1%,-10%,-8%,i,
c1nc(N2CCN(Cc3ccc4c(c3)OCO4)CC2)c2[nH]cnc2n1,-7%,6%,-13%,-5%,i,
COc1ccc(OC)c(-c2csc(-c3cccs3)n2)c1,27%,6%,-14%,4%,i,
CCCn1c(=O)c(C(=O)Nc2ccccc2C)c(O)c2ccccc21,-2%,19%,-1%,0%,5.3%,
Cc1ccc(-c2[nH]c(-c3ccc(C(=O)O)cc3)nc2-c2ccccc2)cc1,4%,9%,13%,4%,0.3%,
COc1ccc(-n2c(C)c(C)c3c(NCCCO)ncnc32)cc1,6%,x,-1%,-4%,3.9%,
N#C/C(=C\c1cn(Cc2ccccc2)c2ccccc12)C(=O)NCc1ccco1,-4%,-13%,-1%,-1%,9.2%,
CCOc1ccccc1C(=O)NCC(=O)NCc1ccc(S(=O)(=O)N2CCOCC2)cc1,-5%,2%,x,-2%,i,
C/C(=N\NC(=O)c1cccc([N+](=O)[O-])c1)c1cccnc1,-4%,2%,-5%,2%,1.0%,
CC1=CC(=Cc2sc3ccccc3[n+]2C)C=C(C)O1,x,x,x,14%,0.9%,
Cc1ccc(C(=O)NCC(c2ccco2)N2CCOCC2)cc1 (stereo unspecified),19%,-9%,5%,-17%,2.5%,
Cc1c(C(=O)N(Cc2ccccc2)C(C)C)oc2ccc(S(=O)(=O)N3CCOCC3)cc12,-1%,35%,0%,6%,7.8%,
Cc1nnc(NC(=O)CSc2ncn(-c3ccccc3)n2)s1,5%,13%,4%,6%,1.5%,
O=[N+]([O-])c1ccc(O)c(/C=N/Nc2ncnc3c2cnn3-c2ccccc2)c1,7%,11%,5%,>100µM*,7.1%,
CCOc1cc(Cl)c(S(=O)(=O)NCc2ccccn2)cc1Cl,-10%,8%,-5%,-6%,0.9%,
CN1CCN(C(=O)c2ccc3ccccc3c2)CC1,-9%,9%,-5%,-18%,0.1%,
CCn1cc(/C=C(\NC(=O)c2ccc(OC)cc2)C(=O)N2CCOCC2)c2ccccc21,3%,18%,-13%,14%,0.6%,
Cc1cccc(CCNC(=O)COc2cc(=O)n(C)c3ccccc23)c1,-6%,17%,-6%,2%,1.5%,
CC(C)CNC(=O)CSc1nnc(-c2cccc(S(=O)(=O)N3CCCCC3)c2)o1,-11%,64%,4%,1%,i,
COc1ccc(Cl)cc1-n1c(=S)sc2c(=O)[nH]c(SCC(=O)C(C)(C)C)nc21,6%,25%,1%,-2%,i,
CN(C)S(=O)(=O)n1cnc([C@@H]2[C@@H]3C(=O)OC[C@@H]3C[C@]23N=CN(Cc2ccccc2)C3=O)c1,-14%,-20%,x,-6%,0.7%,
CC(Sc1ccc(S(=O)(=O)N2CCOCC2)cn1)C(=O)Nc1ccc(Cl)cc1Cl (stereo unspecified),-2%,-1%,x,2%,i,
CCOC(=O)N1CCC(N(CCN(C)C)C(=S)Nc2ccc(Oc3ccccc3)cc2)CC1,-5%,43%,-3%,17%,0.2%,
COc1ccc(C(C(=O)NC2CCCC2)N(Cc2ccccc2)C(=O)c2snc(C(N)=O)c2N)cc1OC (stereo unspecified),-3%,9%,-14%,-23%,5.8%,
CN(C)CCC1Sc2ccccc2Oc2ccccc21 (stereo unspecified),6%,43%,-1%,5%,i,
CCc1nnc(NC(=O)CSc2nnc(Cc3ccccc3)n2-c2ccccc2)s1,-6%,7%,3%,4%,i,
O=C(N/N=C\c1cccnc1)c1ccc(Cl)cc1Cl,-5%,-12%,7%,-20%,1.4%,
COC(=O)c1cn(C(=O)c2cc(OC)cc(OC)c2)c2ccccc12,-2%,3%,-9%,-2%,0.6%,
CC(Sc1ccccc1)C(=O)N1CCN(S(=O)(=O)c2ccccc2C(F)(F)F)CC1 (stereo unspecified),-8%,-2%,0%,-6%,5.4%,
CC(=O)Nc1ccc(Nc2ncnc(N)c2[N+](=O)[O-])cc1,-8%,-6%,6%,-12%,4.0%,
CCOC(=O)c1nn(-c2ccc3ccccc3c2)cc1O,u,u,2%,-5%,1.3%,
CCOc1cc(C(=O)NCC(C)CN(C)C)cc(OCC)c1OCC (stereo unspecified),-13%,-10%,-8%,20%,0.2%,
O=C(Nc1cc2c(=O)n(-c3ccc(Oc4ccccc4)cc3)ccc2oc1=O)c1ccccc1,0%,-6%,7%,7%,i,
O=C(Nc1cccc(S(=O)(=O)NC2=NCCCCC2)c1)c1cc(-c2ccccc2)nc2ccccc12,5%,3%,-3%,-3%,9.4%,
Cc1cc(NC(=O)c2ccc(N3C(=O)C4C5C=CC(C5)C4C3=O)cc2)no1 (stereo unspecified),4%,15%,12%,9%,0.5%,
CCOCCOc1cccc(C(=O)NC(c2ccccc2)c2ccccc2)c1,4%,-2%,-4%,15%,0.8%,
CCOC(=O)c1ccc2[nH]c3c(c2c1)CN(C)CC3,-2%,36%,1%,4%,2.3%,
CCCc1ccc2oc(C(=O)N(C)Cc3ccn[nH]3)c(C)c2c1,4%,29%,4%,-5%,3.6%,
O=C(CN1CCCC1)Nc1c2c(nc3ccccc13)N(Cc1ccccc1)CC2,-2%,10%,5%,3%,i,
Nc1cc(Cl)nc(N/N=C/c2ccc([N+](=O)[O-])cc2)n1,9%,-14%,2%,0%,0.3%,
COc1ccc(CCNc2ccc(N3C(=O)CC(C)C3=O)cc2[N+](=O)[O-])cc1 (stereo unspecified),6%,9%,-9%,10%,i,
COc1ccc2[nH]c3c(c2c1)CCN1C(=O)N([C@@H](C)C(=O)NC2CCCCC2C)C(=O)[C@]31C (stereo partly specified),2%,1%,7%,5%,6.0%,
O=C1CC(Cc2ccccc2)C(=O)N1c1ccc(Cl)cn1 (stereo unspecified),5%,4%,-7%,1%,2.3%,
CCCCCC/C=N/Nc1nnc(Cc2ccccc2)c(=O)[nH]1,6%,-16%,13%,3%,i,
Cc1ccccc1CNC(=O)C(=O)NCC1OCCCN1S(=O)(=O)c1ccc(F)cc1C (stereo unspecified),-15%,x,-3%,-5%,i,
N#Cc1c(NC(=O)C2CC(Cl)=CCC2C(=O)O)sc2c1CCCCC2 (stereo unspecified),2%,31%,-10%,3%,0.3%,
Nc1nonc1-n1nnc(C(=O)N/N=C/c2cccnc2)c1CSC1=NCCS1,4%,2%,-24%,-5%,0.8%,
CC1(C)CC(=O)C(C=NCCN2CCN(CC(=O)Nc3ccc(F)cc3)CC2)=C(O)C1,9%,-14%,-10%,-2%,0.3%,
COc1ccccc1N1CCN(C(=O)C2CCN(S(=O)(=O)N3CCOCC3)CC2)CC1,x,x,x,0%,3.5%,

# An excerpt taken from the entries so far, for reference:
SMILES,H37Rv inhibition,tuberculosis growth,PhoP GFP inhibition,H1N1 NS1A inhibition,inhibitors of VEEV,others
CCCc1ccc2oc(C(=O)N(C)Cc3ccn[nH]3)c(C)c2c1,4%,29%,4%,-5%,3.6%,
O=C(CN1CCCC1)Nc1c2c(nc3ccccc13)N(Cc1ccccc1)CC2,-2%,10%,5%,3%,i,

# Additional results:
SMILES,H37Rv inhibition,tuberculosis growth,PhoP GFP inhibition,H1N1 NS1A inhibition,inhibitors of VEEV,others
O=C(CCCCCN1C(=O)[C@@H]2Cc3ccccc3CN2C1=O)Nc1ccccc1F,-1%,0%,-19%,6%,1.4%,
O=C(Cc1nnc(NC(=O)c2ccccc2)s1)N/N=C/c1ccc(O)cc1,9%,33%,1%,-1%,1.1%,
O=C(CN(C(=O)CNS(=O)(=O)c1ccc(F)cc1)c1ccc(F)cc1)NCc1ccco1,-1%,-9%,11%,1%,0.9%,
CCOC(=O)c1[nH]c(C)c(CN(C(C)=O)c2ccc(OCC)cc2)c1C,35%,-3%,13%,-1%,1.4%,
COc1ccc(-n2c(=S)[nH]c3cc(C(=O)Nc4ccc(C)c(F)c4)ccc3c2=O)c(OC)c1,u,-14%,-2%,-7%,i,
Cc1ccc(Cl)c(OCCN2CCCC(C)C2)c1 (stereo unspecified),1%,-7%,1%,-1%,0.6%,
Cc1ccc(S(=O)(=O)Nc2ccc(NC(=O)CN3CCCCC3)c(Cl)c2)cc1,49%,18%,1%,-8%,i,
CCOc1ccc(-c2nc(N)nc(C)c2-c2ccc(Cl)cc2)c(O)c1,u,29%,-8%,-14%,2.3%,
Cc1ccc(NC(=O)NCCN2CCCCC2)cc1C,8%,-5%,6%,17%,0.8%,
Cc1ccc(N)cc1S(=O)(=O)N(C)C,8%,-4%,-9%,-5%,1.6%,
O=C(CCc1ccccc1Cl)Nc1cc(S(=O)(=O)N2CCOCC2)ccc1N1CCCC1,x,x,x,-5%,6.3%,
C/C(=N/NC(=O)c1cnccn1)c1ccncc1,1%,-13%,8%,2%,2.3%,
Cc1ccc2cc(CCNC(=O)c3ccc(C)c([N+](=O)[O-])c3)c(=O)[nH]c2c1,-8%,-14%,-10%,-7%,0.6%,
O=C(CSc1ccc2nnc(-c3cccs3)n2n1)N1CCOCC1,x,x,x,9%,0.9%,
COC(=O)[C@@]1(Cc2ccc(F)cc2)[C@H]2c3cc(C(=O)N(C)C)n(CCc4ccccn4)c3C[C@H]2CN1C(=O)c1ccccc1,3%,28%,1%,x,x,
COc1ccc(CCN2CC(C(=O)OCC(=O)NCc3ccccc3Cl)CC2=O)cc1OC (stereo unspecified),x,x,x,-7%,3.1%,
CC#CCN(CC#CC)S(=O)(=O)c1ccc(S(=O)(=O)N2CCOCC2)cc1,4%,17%,-4%,0%,i,
CCOc1ccc(NC(=S)N(CCCN2CCCC2)Cc2cccn2Cc2ccc(Cl)cc2)cc1,u,80%,-5%,4%,i,
Cc1ccc(S(=O)(=O)N2CCC(C(=O)NC3CC(C)(C)NC(C)(C)C3)CC2)cc1,-20%,x,-12%,-10%,i,
CCCc1nnc(SCC(=O)O)n1/N=C/c1ccc2c(c1)OCO2,-9%,-14%,-14%,1%,0.4%,
O=C(Nc1ccc(N2CCOCC2)c(S(=O)(=O)Nc2cc(Cl)ccc2Cl)c1)c1cccnc1,0%,11%,-64%,-2%,5.5%,
CC(=O)c1ccc(N2CCN(C(=O)c3ccc4[nH]c(C)c(C)c4c3)CC2)cc1,-1%,14%,x,7%,5.6%,
Cc1cc(SCC(=O)Nc2ccccc2)nc(C)n1,-10%,-7%,5%,-6%,1.4%,
CCN1CCN(C(c2ccc(OC)cc2)c2nnnn2Cc2ccc3c(c2)OCO3)CC1 (stereo unspecified),-2%,3%,-13%,0%,1.4%,
COc1ccc(/C(O)=C2/C(=O)C(=O)N(CCCN3CCOCC3)C2c2ccc(C(C)C)cc2)cc1 (stereo unspecified),-3%,1%,3%,-6%,i,
Cc1ccccc1Cn1cnc2ccccc2c1=O,5%,-7%,-9%,20%,0.2%,

# Among those listed so far, these contain a cyano group:
SMILES,H37Rv inhibition,tuberculosis growth,PhoP GFP inhibition,H1N1 NS1A inhibition,inhibitors of VEEV,others
N#C/C(=C\c1cn(Cc2ccccc2)c2ccccc12)C(=O)NCc1ccco1,-4%,-13%,-1%,-1%,9.2%,
N#Cc1c(NC(=O)C2CC(Cl)=CCC2C(=O)O)sc2c1CCCCC2 (stereo unspecified),2%,31%,-10%,3%,0.3%,
